zVAD death inh – blocks zVAD induced death of L929 cells; L929 zVAD necroptosis rescue, ATP luminescence, 24 h; with zVAD 60 µM; viability rescue, % at 10 µM; AID 1377; actives 0.38% (n = 220,000);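 active means activation, scaled between plate controls, above about 75%, limit read from the data; inactive means activation under that limit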;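 further: 0% = zVAD with DMSO and 100% = DMSO alone without zVAD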
Mdm2 ligase inh – blocks human Mdm2 ubiquitin ligase activity. cell-based MDM2 ubiquitination luciferase reporter, 2 h; 0 = plate control, 100 = twice control, blank-subtracted. signal enhancement, % at 5 µM. Q00987. actives 0.11% (n = 210,000);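 active means signal enhancement of 30% or more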;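 further: luminescence tracks abundance of the self-degrading MDM2-luciferase fusion protein; higher signal means inhibition of MDM2 E3 ligase activity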
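Assay system: stable mammalian line carrying autodegrading MDM2–luciferase fusion reporter; Input: 2000 cells in each well; Compound dosing: single-point 5 µM; Schedule: 2 h compound exposure at 37 °C; Signal: SteadyLite luciferase luminescence after 15 min room-temperature reagent incubation; Evaluation: % luminescence enhancement versus blank-corrected plate control mean; Benchmarks: plate controls and plate blanks.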
Hck Nef HTS – inhibitors of human Hck kinase activated by Nef; actives 0.68% (n = 220,000); AID 463187; P08631; inhibition, % at 20 µM; Recombinant Hck-YEEI plus Nef, Z-Lyte FRET kinase assay;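 active means Hck-Nef kinase inhibition above about 50%, limit read from the data; inactive means inhibition below that limit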;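 further: 0% = DMSO with Hck plus Nef and 100% = Hck alone without Nef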
Target sequence (P08631 whole entry, looked up): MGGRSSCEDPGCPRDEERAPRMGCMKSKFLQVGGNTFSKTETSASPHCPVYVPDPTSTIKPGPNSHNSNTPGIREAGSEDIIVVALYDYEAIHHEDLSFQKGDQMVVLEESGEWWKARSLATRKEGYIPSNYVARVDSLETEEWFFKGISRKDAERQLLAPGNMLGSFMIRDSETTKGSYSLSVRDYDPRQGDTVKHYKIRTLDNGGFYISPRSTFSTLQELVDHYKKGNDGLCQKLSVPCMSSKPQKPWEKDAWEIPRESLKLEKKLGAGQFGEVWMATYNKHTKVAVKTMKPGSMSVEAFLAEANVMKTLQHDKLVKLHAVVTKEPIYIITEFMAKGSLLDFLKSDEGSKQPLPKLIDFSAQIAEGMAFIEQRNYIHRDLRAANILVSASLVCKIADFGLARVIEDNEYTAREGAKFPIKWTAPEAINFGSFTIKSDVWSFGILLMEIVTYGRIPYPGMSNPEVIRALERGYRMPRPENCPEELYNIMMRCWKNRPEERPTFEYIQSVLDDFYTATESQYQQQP
EBV gp42 inh – EBV gp42 inhibition. Fluorescence polarization binding assay, mP read-out. inhibition, % (tested at 21.74 µM). actives 0.42% (n = 220,000). AID 1085; in the data active means inhibition above about 50%
p47phox inh – p47phox (human) inhibition; P14598; p47phox/p22phox peptide binding, fluorescence polarization, 2 h; inhibition, % at 24.7 µM; actives 0.53% (n = 220,000); AID 1274;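 active means inhibition above about 30%, limit read from the data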;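 further: 0% = p47phox with labelled peptide and 100% = labelled peptide alone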
Target sequence (P14598 whole entry, looked up): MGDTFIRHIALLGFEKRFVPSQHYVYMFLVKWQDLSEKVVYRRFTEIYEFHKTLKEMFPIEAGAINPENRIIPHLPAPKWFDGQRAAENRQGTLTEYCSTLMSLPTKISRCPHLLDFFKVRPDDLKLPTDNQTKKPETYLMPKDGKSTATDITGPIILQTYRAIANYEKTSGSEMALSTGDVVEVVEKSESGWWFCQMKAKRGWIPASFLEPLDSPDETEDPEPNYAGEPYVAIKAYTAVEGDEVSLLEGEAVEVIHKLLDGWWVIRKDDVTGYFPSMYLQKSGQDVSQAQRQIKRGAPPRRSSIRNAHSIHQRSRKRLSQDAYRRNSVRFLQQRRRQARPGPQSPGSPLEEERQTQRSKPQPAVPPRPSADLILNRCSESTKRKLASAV
TbHK1 inh – T. brucei hexokinase 1 inhibition; inhibition, % at 10 µM; recombinant TbHK1, G6PDH-coupled NADH A340; AID 1430; actives 0.11% (n = 220,000);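 active means inhibition of 50% or more in the single-dose primary screen; inactive means inhibition below 50%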
Runt-CBFb FRET – blocks binding of human RUNX1 Runt domain to CBFb; Q01196+Q13951; Cerulean-Runt/Venus-CBFb FRET ratio 530/480, 1 h; inhibition, % at 20 µM; actives 0.46% (n = 220,000); AID 1496;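 active means inhibition over about 50% at 20 µM in the single-dose screen, limit read from the data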;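 further: 0% = DMSO wells and 100% = excess unlabeled CBFb competitor control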
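test system = Cerulean-tagged RUNX1 Runt domain (FRET donor) fusion protein | reagent = Venus-CBFb binding partner, 100 nM | incubation = protein complex preformed 1 h, compound exposure 1 h, room temperature, dark | detection = FRET fluorescence | read-out basis = loss of energy transfer signal | controls = 5 µM unlabeled CBFb as full-inhibition high control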
14-3-3 Bad inh – disrupts binding of bovine 14-3-3 zeta to phospho-Bad peptide | P63103 | inhibition, % at 21.7 µM | TR-FRET 14-3-3zeta/Dy647-pBad peptide displacement, 1 h | actives 0.71% (n = 220,000);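 active means inhibition above about 70%, limit read from the data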;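 further: 0% = full 14-3-3 plus peptide FRET controls and 100% = background without 14-3-3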
Runt-SMMHC FRET – Runt domain-CBFb-SMMHC interaction inhibition | actives 0.74% (n = 220,000) | Cerulean-Runt/Venus-CBFb-SMMHC FRET ratio 530/480, 1 h | inhibition, % at 20 µM | AID 1434;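 active means mean inhibition across duplicate retests at 20 µM reaching about 50%, limit read from the data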;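 further: 0% = DMSO wells and 100% = wells with excess untagged CBFb-SMMHC; inhibitors lower the FRET ratio by blocking Runt binding to CBFb-SMMHC; some results filed as inactive read as strong as hits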
The depositor's hits bear a star; . = not tested or not shown; [ ] = remark or other dose.

structure	zVAD death inh	Mdm2 ligase inh	Hck Nef HTS	EBV gp42 inh	p47phox inh	TbHK1 inh	Runt-CBFb FRET	14-3-3 Bad inh	Runt-SMMHC FRET
O=C(/C=C/c1cccc([N+](=O)[O-])c1)NCCc1ccc(F)cc1	1.2	-3	6	-3	-3	0	-2	6	2
CCOc1ccccc1-n1c(SCC(=O)N(C(C)C)C(C)C)nnc1-c1cccnc1	-0.5	-6	0	-9	-14	-7	2	0[fluorescence artefact?]	2
C=C1C(=O)C=C[C@]2(C)C[C@@H]3OC(=O)[C@](C)(O)[C@H]3C[C@@H]12	21	4	22	-16	-8	-7	2	2	1
Cc1c(NC2=CC(=O)CCC2)c(=O)n(-c2ccccc2)n1C	0.5	-37	-2	-12	1	-4	2	-6	3
COc1cc(CNCC2CCCO2)ccc1OCC(N)=O (stereo not given)	0.5	-14	-84	0	1	-3	5	-11	0
CCN(CC)C(=O)CSc1nc2nc(C)cc(C)c2c(=O)[nH]1	-0.6	-14	2	5	-4	-8	-1	-5	2
COc1ccc(C(=O)NCC(=O)OCc2cccc(Br)c2)cc1	-0.4	-16	1	1	2	5	-2	0	-4
CCCCc1ccc(Nc2ncnc3nc[nH]c23)cc1	1.1	-14	17	-12	-4	-6	-2	5	0
CC(=O)Nc1ccc(OC(=O)c2cc3cc(Br)cc(Br)c3oc2=O)cc1	1.3	-9	2	-21	-4	14	-53	-6	-189
CCOc1ccccc1NC(=O)CCC(=O)O	0.1	-22	1	-23	-3	2	0	-6[fluorescence artefact?]	2
COc1ccc(C2CC(=O)c3cnn(-c4nc(C)cc(C)n4)c3C2)cc1 (stereo not given)	-0.3	-13	16	-14	-3	9	0	-1	2
Cc1c(CCO)c(=O)n(-c2ccccc2)n1S(=O)(=O)c1c(Cl)cc(Cl)cc1Cl	0.4	-1	1	-24	-4	-3	-2	5	-3
O=C(CSc1nnc(-c2ccncc2)n1-c1ccc(F)cc1)NC(=O)NCc1ccco1	0.2	-17	0	34	-4	-3	8	-1	2
CCC(OC(=O)c1nsc(Cl)c1Cl)C(=O)NCCOC (stereo not given)	1.0	-9	3	-3	-1	3	1	-3	0
O=C(CSc1nnc(Cc2ccccc2)n1-c1ccccc1)N1CCOCC1	-0.3	0	1	-10	6	-6	0	-9[fluorescence artefact?]	-2
O=C(NCCc1ccccc1)c1ccc(-c2ccccc2C(F)(F)F)o1	7.0	.	-5	-2	4	3	0	-4[fluorescence artefact?]	0
CN(CCCNC(=O)Cn1cc2c(n1)CCCC2)C1CCCCC1	-0.9	-9	1	1	-6	0	2	7[fluorescence artefact?]	1
CCC(C)(C)n1nnnc1CN1CCSCC1	1.8	-12	8	-4	-9	7	-1	58	0
Cc1cc(Nc2ccc(C)c(F)c2)n2ncnc2n1	-0.3	-6	0	-8	-4	-5	0	4[fluorescence artefact?]	2
CC(C)N(Cc1ccccc1)S(=O)(=O)N(C)C	0.1	-4	-1	-14	-6	-8	-2	-7	-1
ONC(=Nc1ccccc1)c1ccc(Cl)cc1	-0.7	8	-1	-17	-18	-2	-2	-3	5
C=C(C)COc1ccc2c(C)c(CC(=O)OC)c(=O)oc2c1C	0.0	-9	3	1	-6	-22	-1	-1	-8
CC(C)=CC1C(C(=O)Nc2ccc(Br)cn2)C1(C)C (stereo not given)	1.4	4	0	-7	-8	1	0	-5	2
Cc1ccc2c(C)nc(SC(C(=O)c3ccccc3)c3ccccc3)nc2c1 (stereo not given)	1.7	-84	-2	-4	-11	-4	-8	4[fluorescence artefact?]	-2
Cc1n[nH]c(C)c1-c1nc2ccccc2[nH]1	-0.3	-13	0	-4	-4	-2	-1	9	6
O=c1[nH]c(SCCOc2ccccc2F)nc2ccccc12	2.3	-2	22	-8	2	0	-1	-4	1
COc1ccc(CCNC(=O)CSc2cn(Cc3ccccc3)c3ccccc23)cc1OC	.	.	-1	2	-5	-8	-2	8	-3
CCOC(=O)C1=C(C)N(CCCC(=O)O)C(=O)NC1c1ccc(OC)cc1 (stereo not given)	5.5	.	-3	-4	-4	0	1	-6	-2
Cc1ccc(C(=O)N/N=C(/CC(=O)c2cccs2)C(F)(F)F)cc1	0.9	-7	2	-9	-10	23	-6	-19[fluorescence artefact?]	-21
C/C(=N\O)C(C)NC(=O)c1ccccc1 (stereo not given)	-0.3	-12	4	-9	2	-1	0	24[fluorescence artefact?]	-1
COC(=O)n1c(=O)oc2ccccc21	0.9	1	2	1	-3	42	-1	-11	-4
c1ccc(CCc2nn3c(Cn4nnc5ccccc54)nnc3s2)cc1	1.5	-2	14	-16	-9	3	28	14	8
C=C(Br)Cn1c(CC(C)C)nc2ccccc21	1.0	-9	2	-16	-4	1	-1	-1	0
CCCCOC(=O)c1cccc(NC(=O)CCC(=O)O)c1	-0.1	-10	1	0	-12	2	0	-11	0
Cc1nnsc1C(=O)N1CCC(CO)(Cc2ccccc2Cl)CC1	-0.6	-13	-6	-12	-7	-3	-1	4	1
CS(=O)(=O)N(CC(=O)O)c1cc(Cl)cc(Cl)c1	0.2	-26	6	-2	2	0	1	-4	1
CCn1c2ccc(OC)cc2c2nc3ccccc3nc21	0.3	.	8	-16	-27	-8	-10	1[fluorescence artefact?]	-20
CCn1c(/C=C2/C(=O)N(C)c3ccccc32)nc2ccccc2c1=O	0.0	-15	2	-11	-5	-16	.	45[fluorescence artefact?]	2
O=C(COc1ccccc1[N+](=O)[O-])Nc1cc(C(=O)O)cc(C(=O)O)c1	0.4	-11	19	4	-2	-5	1	-1	0
COc1ccccc1-c1noc(-c2ccccc2C(=O)NCc2ccco2)n1	-0.9	-10	-18	0	-4	6	4	-8	0

Quoted from the listing.
zVAD death inh result of Cc1nnsc1C(=O)N1CCC(CO)(Cc2ccccc2Cl)CC1 stands at -0.6
EBV gp42 inh result of C=C(Br)Cn1c(CC(C)C)nc2ccccc21 stands at -16
Runt-SMMHC FRET result of c1ccc(CCc2nn3c(Cn4nnc5ccccc54)nnc3s2)cc1 stands at 8

(next part)
structure	zVAD death inh	Mdm2 ligase inh	Hck Nef HTS	EBV gp42 inh	p47phox inh	TbHK1 inh	Runt-CBFb FRET	14-3-3 Bad inh	Runt-SMMHC FRET
COc1ccccc1C(=O)N1CCC(C(=O)c2ccc(F)cc2)CC1	-0.3	-10	2	-3	-9	-4	2	-1	0
Cn1nnnc1SCCNCc1cc(Cl)ccc1OCc1ccccc1	-0.2	5	2	-3	-14	5	-2	-1	3
COc1cccc(C(C(=O)NC2CCCCC2)N(C(=O)c2ccccn2)c2cccnc2)c1 (stereo not given)	-0.6	-2	20	4	-3	-7	0	-4	5
CCOc1ccc2c(c1)c1nnc(SCC(=O)N3CCCCC3C)nc1n2C (stereo not given)	-0.3	4	1	-15	-3	-14	-2	13	-3
CC(C)c1ccc(Nc2nc(CC(=O)O)cs2)cc1	5.8	-36	24	-15	-6	-1	15	-10	1
O=C(NCC1CCCO1)C12CN(Cc3ccccc3)CC1C(c1cccc([N+](=O)[O-])c1)=NO2 (stereo not given)	-0.1	-8	1	2	4	-4	4	34	-6
NC1=NC(=Nc2ccc(Cl)cc2)c2ccccc21	1.5	3	0	1	-1	-18	0	-1	2
Cc1cc(C)c2c(N)c(-c3nc4ccccc4[nH]3)sc2n1	1.6	-19	2	-2	-2	-3	4	-5	11
CN1/C(=C\C(=O)COC(=O)Cn2nnc(-c3ccccc3)n2)C(C)(C)c2ccccc21	0.8	-2	1	-38	-212	-23	-2	-18[fluorescence artefact?]	0
CCCC(=O)NC(=S)Nc1cccc(NC(=O)c2ccc(Cl)cc2Cl)c1	0.4	-8	0	-10	-9	5	0	-2	-6
O=C(COC(=O)COc1ccccc1Cl)Nc1ccccc1OC(F)F	-0.9	-23	0	-3	-12	-2	2	-1	-3
COC(=O)c1ccccc1NC(=O)Cn1nnc(-c2ccc(OC)cc2)n1	0.4	.	5	-13	-8	2	-2	4	4
CC(=O)c1ccc(NC(=O)/C(Cl)=C/c2ccccc2)cc1	7.1	-44	9	-7	-5	-6	3	23	-6
O=S(=O)(c1ccc(-c2nc3ccccc3s2)cc1)N1CCCC1	0.7	-12	-1	-15	-8	-24	-1	-4[fluorescence artefact?]	-1
CC1=C(C(=O)OCC2CCCO2)C(c2ccc(Cl)c(Cl)c2)NC(=O)N1 (stereo not given)	2.3	3	16	-17	-9	-2	1	-4	-8
CCN(CC)CC(=O)c1c(N)n(Cc2ccccc2)c(=O)n(C)c1=O	-0.3	-4	10	-2	0	-3	1	8	2
N#Cc1nc(-c2ccc(F)cc2)oc1N1CCCC1	0.2	-11	0	-10	-1	-10	-1	43	-2
O=C(CN1C(=O)C2C3C=CC(C3)C2C1=O)NCCc1ccccc1Cl (stereo not given)	-0.1	5	3	-19	-1	58*	1	-3[fluorescence artefact?]	4
CC(/C=N/NC(=O)c1cc(C2CC2)[nH]n1)=C\c1ccccc1	2.0	-4	6	-10	5	2	-1	-4	-1
CCOC(=O)c1cnc(SCc2ccccc2)nc1N	-0.7	-20	6	-3	-8	-5	0	9	-2
CC(Nc1nc2ccccc2n2cnnc12)c1ccccc1 (stereo not given)	0.1	-4	0	-5	-2	-11	0	-1	0
CCOCCCNS(=O)(=O)c1ccccc1	-0.2	-22	3	-19	-3	-10	4	4	-2
COc1ccccc1N1CCN(/N=C/C=C\c2ccco2)CC1	-0.2	-1	0	-5	-11	-44	-3	4[fluorescence artefact?]	1
CCOC(=O)Nc1ccc2c(c1)N(C(=O)CCN1CCN(C)CC1)c1ccccc1S2	-0.2	-3	0	-9	-10	6	0	63[fluorescence artefact?]	1
CC1(C(=O)Nc2cccc(C(F)(F)F)c2)CO1 (stereo not given)	0.1	5	16	1	8	7	-1	11	0
Cc1cccc(Oc2nc(-c3ccncc3)nc3ccccc23)c1	29	7	2	-13	-18	-12	-6	4	-2
OCCN1CCN(c2ncnc3c2c(-c2ccccc2)cn3-c2ccc(F)cc2)CC1	0.0	-13	19	-3	3	-9	0	-7	-1
CCSc1nnc(CNC(=O)C23CC4CC(CC(C4)C2)C3)n1C1CCCCC1	2.4	-5	2	-18	-4	1	-6	-2	-8
FC(F)(F)c1ccc(N2CCN(c3cc(-c4ccccc4)nc4ncnn34)CC2)nc1	0.7	-9	0	-3	8	-9	-4	-17[fluorescence artefact?]	2
COc1ccc(NS(=O)(=O)c2ccc(NC(=O)c3ccc(N(C)S(C)(=O)=O)cc3)cc2)c(OC)c1	0.8	-30	5	-6	-2	29	3	-31[fluorescence artefact?]	-9
Cc1cc(C)cc(N2C(=O)CC(n3nc(C)cc3C)C2=O)c1 (stereo not given)	1.0	-10	4	-6	-22	3	0	-4	-2

3 structures out of the list, ordered by heavy-atom count, low to high:
structure	zVAD death inh	Mdm2 ligase inh	Hck Nef HTS	EBV gp42 inh	p47phox inh	TbHK1 inh	Runt-CBFb FRET	14-3-3 Bad inh	Runt-SMMHC FRET
CC1(C(=O)Nc2cccc(C(F)(F)F)c2)CO1 (stereo not given)	0.1	5	16	1	8	7	-1	11	0
COc1ccccc1N1CCN(/N=C/C=C\c2ccco2)CC1	-0.2	-1	0	-5	-11	-44	-3	4[fluorescence artefact?]	1
COc1ccc(NS(=O)(=O)c2ccc(NC(=O)c3ccc(N(C)S(C)(=O)=O)cc3)cc2)c(OC)c1	0.8	-30	5	-6	-2	29	3	-31[fluorescence artefact?]	-9
